Source: PubChem (ICCB-Longwood Screening Facility, Harvard Medical School)
Polio RdRp inh – poliovirus RdRp elongation inhibitors, primary screen, biochemical, fluorescence polarization, total intensity; Genome polyprotein (Poliovirus type 1 (strain Mahoney)), P03300; poliovirus polymerase elongation; stronger effect = lower value; % elongation, % (compound at 16.7 µg/mL); 150,000 compounds, 0.66% hits; AID 588519, 2011; in the data active = % elongation below about 90%; also: some results filed as inactive read as strong as hits
Target sequence (P03300 1749-2209 limits assumed): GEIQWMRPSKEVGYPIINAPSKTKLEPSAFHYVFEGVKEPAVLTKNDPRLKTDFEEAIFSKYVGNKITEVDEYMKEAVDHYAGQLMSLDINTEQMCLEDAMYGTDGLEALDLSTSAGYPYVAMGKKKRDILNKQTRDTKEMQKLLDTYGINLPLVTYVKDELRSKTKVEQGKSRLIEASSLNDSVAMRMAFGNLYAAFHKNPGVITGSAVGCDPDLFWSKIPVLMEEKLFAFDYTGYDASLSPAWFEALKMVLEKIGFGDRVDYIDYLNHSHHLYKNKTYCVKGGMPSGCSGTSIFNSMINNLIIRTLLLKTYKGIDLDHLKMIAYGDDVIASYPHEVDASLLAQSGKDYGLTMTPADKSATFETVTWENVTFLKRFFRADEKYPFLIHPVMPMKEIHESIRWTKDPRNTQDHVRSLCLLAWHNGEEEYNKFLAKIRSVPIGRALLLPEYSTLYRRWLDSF
Polio RdRp inh FP z-score – also measured in Polio RdRp inh; calls as there; z-score; measured here: FP z-score; hits read low
Numbers without * were called inactive.

mol | Polio RdRp inh FP z-score | Polio RdRp inh
CC(=O)N/N=C/c1ccc(-c2ccc(F)c(Cl)c2)o1 | -0.1 | 100.0
CC(C)(C)C1CCc2nc(NC(=O)COc3ccccc3[N+](=O)[O-])sc2C1 (stereo unspecified) | -0.4 | 106.0
Cc1sc2ncn(CC(=O)Nc3ccc(F)cc3Cl)c(=O)c2c1S(=O)(=O)N1CCN(c2ncccn2)CC1 | 0.5 | 106.0
C/C(CC1CC(COCCC(C)C)OC1=O)=N\NC(N)=S (stereo unspecified) | -0.2 | 101.0
C/C(Cn1nnc2ccccc21)=N/OC(=O)c1c(F)cccc1F | 0.2 | 103.0
CC1CN=C(Nc2ccc(F)cc2)S1 (stereo unspecified) | -0.4 | 99.0
CC(c1ccccc1F)n1cc(C(=O)Nc2ccc3nc[nH]c3c2)nn1 (stereo unspecified) | -0.2 | 100.0
C=CCn1c(-c2ccncc2)n[nH]c1=S | -0.2 | 100.0
COc1ccc(NS(=O)(=O)c2c(C)nc3scc(C)n3c2=O)cc1 | 1.1 | 109.0
COc1cccc(NC(=O)CSc2ncc3c(n2)-c2ccccc2N(C)S3(=O)=O)c1 | 0.4 | 102.0
CCOC(=O)c1c(CN2CCCC2)n(C)c2cc(Br)c(OC)cc12 | -0.4 | 99.0
COc1ccc(NC(=O)c2ccoc2COc2ccc(C)cc2)cc1 | 1.7 | 106.0
CCS(=O)(=O)Nc1ccc(N2CCCCC2)cc1 | -0.2 | 99.0
COc1ccc([C@H]2Sc3ccccc3N(CCN(C)C)C(=O)[C@H]2OC(C)=O)cc1 | -0.6 | 98.0
O=C(NCC1CCCO1)c1ccc(N2CC3CC(C2)c2cccc(=O)n2C3)c(NS(=O)(=O)c2ccc(F)cc2)c1 (stereo unspecified) | -0.4 | 99.0
CN(C(=O)COC(=O)c1cccnc1Cl)C1CCCCC1 | 0.6 | 103.0
Cc1nnc(N2CCCC(C(=O)Nc3cc(F)ccc3F)C2)c2nn(-c3ccccc3)c(C)c12 (stereo unspecified) | 1.2 | 112.0
Cc1ccc(-c2onc(C)c2C)cc1S(=O)(=O)Nc1cccc(Cl)c1C | -0.9 | 103.0
CC1=C(c2ccc(C)cc2)S(=O)(=O)NC1=NCc1ccccc1Cl | 0.4 | 109.0
CC1CCN(S(=O)(=O)c2ccc3c(c2)c(=O)c(C(=O)NCCc2ccccc2)cn3C)CC1 | 0.1 | 105.0
C1=CCC(CN2CCN(CC3CC4C=CC3C4)CC2)CC1 (stereo unspecified) | 0 | 102.0
O=C(NCc1ccccn1)C1CCCCC1 | -1.5 | 98.0
COC(=O)CCc1nc2ccccc2nc1OC | -0.6 | 99.0
C=CCn1c(NC(=O)c2ccccc2)c(C(=O)OCC)sc1=S | -0.8 | 96.0
Cc1ccc(-c2nn(CC(=O)N(C)C)c(=O)c3ccccc23)cc1 | 0.3 | 102.0
CCOC(=O)c1ccc(N2CCN(c3cccc(Cl)c3)CC2)c(NC(=O)Nc2ccc(Cl)cc2)c1 | -0.2 | 108.0
COc1ccc(CCNC(=O)c2cc3c(=O)oc4ccc(C)cc4c3s2)cc1OC | 0.1 | 104.0
CC1(C)CC(=O)C2=C(C1)N=C1c3ccccc3C(=O)C1C2c1cccc(Br)c1 (stereo unspecified) | 0 | 101.0
Cc1ccccc1NC(=O)c1ccc(N(Cc2ccccc2)S(C)(=O)=O)cc1 | 0.6 | 106.0
CCCCNC(=O)CCCn1c(=O)c2ccccc2n(CC(=O)Nc2ccccc2OCC)c1=O | 0.6 | 108.0
COc1cc2c(c(O)c1OC)C(=O)C(OC)CCC2 (stereo unspecified) | -0.6 | 97.0
Cc1ccc(C2=C/C(=C/c3ccc(-c4cccc(C(=O)O)c4)o3)C(=O)O2)cc1 | 4.3 | 113.0
O=C(COC(=O)CSc1ncnc2sccc12)Nc1nnc(-c2ccccc2)o1 | 3.6 | 127.0
COc1ccc(S(=O)(=O)c2n[nH]n3c2nc(=O)c2ccccc23)cc1 | -0.1 | 100.0
CNC(=O)C1CCN(c2nc3ccccc3n3cccc23)CC1 | 0.1 | 102.0
O=C(Nc1ccccc1)c1ccc(=O)[nH]n1 | 0.2 | 105.0
O=C1NC(=O)C(=Cc2cn(CCOc3ccc4c(c3)OCO4)c3ccccc23)C(=O)N1 | -0.4 | 99.0
COc1ccc(CNC(=O)CNCc2ccco2)cc1OC | -1.4 | 93.0
CCOC(=O)NC(=S)Nc1ccc(C(C)(C)C)cc1 | 0.1 | 105.0
C=CCNC(=O)c1ccc(CN2CCOCC2)cc1 | 0.1 | 101.0
CC(=O)NC1=NC(=O)/C(=C/c2ccc(-c3ccc4c(c3)COC4=O)o2)S1 | -0.8 | 95.0
O=C(CN1C(=O)c2ccccc2C1=O)Oc1cccc2cccnc12 | 0.4 | 103.0
NCCOc1ccc(Cl)cc1 | 0.1 | 103.0
O=S(=O)(c1ccc2[nH]c3c(c2c1)CCCC3)N1CCCc2ccccc21 | -0.6 | 99.0
Cc1ccc(CN2CCN(N=Cc3ccc(Br)s3)CC2)c(C)c1 | 0 | 102.0
CCCC(=O)Nc1sc2c(c1C#N)CC(C)(C)NC2(C)C | 0.7 | 110.0
COC(=O)Cn1c(=O)c2cccn2c2ccc(F)cc21 | -1.1 | 104.0
C1=C(N2CCOCC2)Cc2ccccc21 | 0 | 104.0
N=C1/C(=C\c2ccc(-c3cccc(C(=O)O)c3)o2)C(=O)N=C2SC(N3CCCCC3)=NN12 | -0.2 | 100.0
Cc1ccccc1NC(=O)c1sc2nc3n(c(=O)c2c1C)CCC3 | -0.8 | 102.0
CNc1ccccc1C(=O)N/C(N)=N\c1nc(C)c2ccccc2n1 | 0.1 | 102.0
CCOC(=O)N1CCN(S(C)(=O)=O)CC1 | 0.7 | 104.0
Cc1cc(=O)[nH]c(SCC(=O)Nc2c(C)n(C)n(-c3ccccc3)c2=O)n1 | 0.3 | 105.0
CC(C)c1ccc(NC(=O)CN2C(=O)c3ccccc3Sc3ccc(C(=O)N4CCCC4)cc32)cc1 | -0.3 | 101.0
CCOC(=O)N1CCc2c(sc3c2C(=O)NC(c2ccccc2)N3)C1 (stereo unspecified) | 0.6 | 104.0
Cc1ccc(N=Cc2cc3ccccc3[nH]c2=O)cc1 | 0.2 | 102.0

Other results follow.
mol | Polio RdRp inh FP z-score | Polio RdRp inh
CC(=O)Nc1ccc(S(=O)(=O)NCc2ccc(C(=O)NCc3ccc(Cl)cc3)cc2)cc1 | -1.2 | 105.0
CCC(Oc1ccccc1)C(=O)Nc1ccccc1OCc1cc(=O)n2ccccc2n1 (stereo unspecified) | 0.8 | 110.0
CCCn1c(SCc2nc(-c3ccc(OC)c(OC)c3)no2)nnc1-c1ccccc1 | 0.6 | 109.0
OCCNCC(O)Cn1ccc2ccccc21 (stereo unspecified) | 0.3 | 103.0
NC(=O)CN1CCN(Cc2ccc3c(c2)OCO3)CC1 | -0.4 | 101.0
CC1CCCN(S(=O)(=O)c2ccc3[nH]c(=O)cc(C(=O)NCCc4ccc(Cl)cc4)c3c2)C1 (stereo unspecified) | -0.7 | 108.0
COc1ccc(-c2noc(N(c3cccc(Cl)c3)c3nc(-c4ccc(OC)c(OC)c4)no3)n2)cc1OC | -0.4 | 106.0
COc1ccccc1-c1nc(SC)n[nH]1 | 1.6 | 105.0
O=C(NCCn1cc(SCc2ccccc2Cl)c2ccccc21)c1cccs1 | 1 | 108.0
COc1cccc(CNCCSc2nnnn2C)c1OCc1ccccc1Cl | -0.4 | 104.0
CCc1ccc(NCc2cc3cc4c(cc3n(CC(=O)Nc3ccc(OC)cc3)c2=O)OCO4)cc1 | -0.3 | 101.0
FC(F)(F)c1ccc2nc(SCc3ccc(Br)cc3)[nH]c2c1 | -1 | 99.0
CN(C)C(=O)/C=C/c1ccc(Cl)cc1 | 0.5 | 106.0
CCOC(=O)C1=C(C)NC(=O)C1CC(=O)Nc1ccc(C(=O)OCC)cc1 (stereo unspecified) | 0.3 | 107.0
CCOc1nc(-c2ccccc2)ccc1-c1noc(-c2ccccc2F)n1 | 0.4 | 101.0
O=S1CCCCC1 | -0.1 | 98.0

Taken from above:
O=C(NCCn1cc(SCc2ccccc2Cl)c2ccccc21)c1cccs1 in Polio RdRp inh → 108.0
CCOC(=O)C1=C(C)NC(=O)C1CC(=O)Nc1ccc(C(=O)OCC)cc1 (stereo unspecified) in Polio RdRp inh → 107.0
FC(F)(F)c1ccc2nc(SCc3ccc(Br)cc3)[nH]c2c1 in Polio RdRp inh → 99.0
CCc1ccc(NCc2cc3cc4c(cc3n(CC(=O)Nc3ccc(OC)cc3)c2=O)OCO4)cc1 in Polio RdRp inh → 101.0

Next records.
mol | Polio RdRp inh FP z-score | Polio RdRp inh
CC(=O)Oc1cccc(OC(C)=O)c1OC(C)=O | 0.3 | 106.0
Cc1nc2c(-c3ccccc3)c(C)nn2c(C)c1CCC(=O)NCCc1ccccc1 | 1.2 | 111.0
O=C1c2ccccc2C(=O)N1CCCC(=O)N(Cc1nc(-c2ccccc2)no1)C1CCCCC1 | 0.7 | 105.0
O=C(OCc1cc(=O)n2ccsc2n1)C1CCCCC1 | 0.8 | 103.0
CC(C)(C)C(/C=C/c1ccc(Cl)cc1Cl)n1nnnc1C(C)(C)N1CCOCC1 (stereo unspecified) | -0.3 | 100.0
Cc1ccc(NC(=O)c2nc(S(C)(=O)=O)ncc2N(Cc2ccco2)Cc2cccs2)c(C)c1 | -1 | 102.0
NS(=O)(=O)c1nn2cc(-c3ccccc3)nc2s1 | -0.6 | 97.0
CC1CN(C(=O)CCC(=O)Nc2cc(F)ccc2F)c2ccccc2S1 (stereo unspecified) | 0 | 107.0
COc1ccc(NC(=O)CSc2ncccc2C(=O)Oc2ccccc2Cl)cc1OC | -0.6 | 101.0
COc1cccc(-c2cc(C(F)(F)F)n3ncc(C(=O)OC(C)C)c3n2)c1 | -0.4 | 102.0
COC(=O)C1=C(C)NC(=O)C1(NC(=O)c1cc(OC)c(OC)c(OC)c1)C(F)(F)F (stereo unspecified) | -0.5 | 101.0
CC(=O)N[C@@H](Cc1c[nH]c2ccccc12)C(=O)NCc1ccccc1 | 0 | 104.0
CC(C)C(=O)Nc1ccc(-c2nc3cc(Cl)ccc3o2)cc1 | 1.5 | 114.0
FC(F)Oc1ccc(Cl)c2ccccc12 | 0 | 100.0
O=C(CN(C1=NC2CS(=O)(=O)CC2S1)c1ccc(F)cc1)Nc1ccccc1C(F)(F)F (stereo unspecified) | -0.7 | 102.0
CCn1ccc2cc(S(=O)(=O)N3CCCN(C(=O)Nc4ccc(C)cc4)CC3)ccc21 | 1 | 110.0
CC(N)C1CC2CCC1C2 (stereo unspecified) | 0.2 | 103.0
O=C(COC(=O)c1ccc(OC(F)(F)F)cc1)NCc1ccccc1 | 0.3 | 102.0
CCc1ccccc1NC(=O)c1sc2nc3n(c(=O)c2c1C)CCC3 | 0.5 | 109.0
O=C(Nc1ccc2oc(-c3cccnc3)nc2c1)c1cccc(Br)c1 | 0.5 | 106.0
O=C(NCCS(=O)(=O)N1CCN(c2cccc(Cl)c2)CC1)C(c1ccccc1)c1ccccc1 | 0 | 107.0
Cc1ccc(C(=O)c2ccccc2C(=O)OCC(=O)N2CCCC2)cc1 | -1.1 | 94.0
CCOc1ccccc1NC(=O)c1c(NCc2sccc2C)sc2c1CCCCC2 | 1.6 | 114.0
O=C1C=CC(=NOC(=O)c2ccc(Cl)cc2)C=C1 | 0.7 | 106.0

Whole records from above. Order of values: Polio RdRp inh FP z-score, Polio RdRp inh
O=C(CN(C1=NC2CS(=O)(=O)CC2S1)c1ccc(F)cc1)Nc1ccccc1C(F)(F)F (stereo unspecified) is listed with -0.7, 102.0
COC(=O)Cn1c(=O)c2cccn2c2ccc(F)cc21 is listed with -1.1, 104.0

Next section.
mol | Polio RdRp inh FP z-score | Polio RdRp inh
Cc1cccc(NC(=O)C2c3ccccc3C(=O)N3CCc4ccccc4C23)n1 (stereo unspecified) | 0.1 | 101.0
O=C(Nc1c(C(=O)c2ccc(F)cc2)oc2ccccc12)c1cc(-c2ccccc2)on1 | -1.2 | 102.0
O=C(NCc1ccccc1)C1=NS(=O)(=O)c2ccccc2N1 | 0.5 | 102.0
COc1ccc(C2CCCN2CC(O)COc2ccccc2C(C)C)cc1 (stereo unspecified) | 0.2 | 103.0
O=C1NCC(O)=C1C=NC12CC3CC(CC(C3)C1)C2 | -0.1 | 99.0
COc1ccc(C(=O)n2nc(-c3ccc(Cl)cc3)nc2NCc2ccco2)cc1 | -0.1 | 104.0
CN(C)S(=O)(=O)c1ccc(NC(=O)Cn2ccsc2=N)cc1 | -0.1 | 101.0
Cc1ccc2nc(CN)[nH]c2c1 | 0.5 | 103.0
O=C(Cc1ccc(F)cc1)NCCc1csc2nc(-c3ccc(Cl)cc3)nn12 | 0.9 | 111.0
CSc1cccc(NC(=S)N(C)C)c1 | -0.5 | 99.0
CNC(=O)CSCc1cc(C)cc(C)c1 | -0.2 | 99.0
CC(=O)N1CCc2cc(S(=O)(=O)CCC(=O)Nc3ccc(C(F)(F)F)cc3)ccc21 | 1.2 | 105.0
O=C(NCN1CCC(Cc2ccccc2)CC1)c1nc(-c2ccncc2)no1 | -0.2 | 101.0
COc1ccc(NC(=O)c2cc(=O)c3cc(C)cc(C)c3o2)cc1 | 0.6 | 110.0
CSc1ccccc1NC(=O)C1CC(c2cccc(Br)c2)=NO1 (stereo unspecified) | 0.2 | 103.0
O=C(Oc1ccccn1)C1COc2ccccc2O1 (stereo unspecified) | -0.6 | 97.0
CCOc1ncccc1C(=O)N1CCN(S(=O)(=O)c2ccc3c(c2)OCCO3)CC1 | 0.3 | 107.0
CSc1nnc(C2CCCN2Cc2cccnc2)n1C (stereo unspecified) | 1.1 | 105.0
COc1ccc(CCNc2nc(SCc3ccc(Cl)cc3)nc3ccccc23)cc1OC | -0.7 | 103.0
NS(=O)(=O)c1ccc(N=Cc2c(O)n(Cc3ccc4c(c3)OCO4)c(=O)c3ccccc23)cc1 | 0 | 100.0

An excerpt. The share of hits here may be higher or lower than overall.
